MEKK2 WT-MEK5 = raises or lowers MEK5 binding to wildtype human MEKK2 PB1 domain. bead flow cytometry, Alexa488-MEK5 binding to MEKK2 WT; actives lie on both sides. binding response (% of control), % at 10 µM. 290,000 tested, 1.1% active; in the data active = binding response below about 67% or above about 130%
NALP1 inh = inhibitors of NALP1 inflammasome in yeast | S. cerevisiae NALP1/ASC/caspase-1 growth, X-gal OD620, 72 h | 280,000 tested, 0.61% active | inhibition, % at 10 µM | AID 2071; in the data active = inhibition mostly above about 24%, no sharp cut-off; inactive = mostly below about 32%; note: some compounds called inactive have numbers as strong as hits
PHOSPHO1 inh = PHOSPHO1 (human) inhibition; recombinant PHOSPHO1, absorbance phosphatase assay; Q8TCT1; inhibition, % at 13.3 µM; 290,000 tested, 1.1% active; in the data active = inhibition above about 60%
Target sequence (Q8TCT1 whole entry, looked up): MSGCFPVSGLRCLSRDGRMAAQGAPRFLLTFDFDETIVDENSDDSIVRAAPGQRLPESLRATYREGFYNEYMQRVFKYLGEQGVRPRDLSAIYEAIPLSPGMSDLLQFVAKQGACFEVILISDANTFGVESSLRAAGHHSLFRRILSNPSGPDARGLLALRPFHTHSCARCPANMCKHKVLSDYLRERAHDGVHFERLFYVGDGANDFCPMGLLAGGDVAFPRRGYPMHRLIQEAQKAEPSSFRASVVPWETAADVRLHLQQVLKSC
FID counter = counter-screen for HCV NS3 helicase inhibitors: DNA intercalator displacement; 290,000 tested, 0.17% active; DNA fluorescent intercalator displacement, fluorescence; AID 1845; inhibition, % at 7.9 µM; in the data active = inhibition above about 37%;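 note: 0% = vehicle and 100% = reference compound; higher means more ethidium bromide displaced from hairpin DNA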
MEKK3 PB1 HTS = raises or lowers MEK5 binding to the human MEKK3 PB1 domain | binding response (% of control), % at 10 µM | 290,000 tested, 1.4% active | AID 1529 | bead-based flow cytometry, Alexa488-MEK5 binding to MEKK3; actives lie on both sides; 0 = blocked by unlabeled MEK5, 100 = vehicle | Q99759;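 active = binding response more than 3 SD above or below the average of its plate-row segment, actives on both sides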;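 note: Alexa488 bead fluorescence after subtracting the streptavidin-only scavenger bead signal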
M18AAP inhibitor = blocks P. falciparum M18 aspartyl aminopeptidase; AID 1822; recombinant PfM18AAP, H-Glu-NHMec fluorogenic cleavage; inhibition, % at 7.35 µM; 290,000 tested, 1.2% active;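 active = inhibition above the campaign mean inhibition over all tested compounds plus 3 SD, cut at about 28% in these data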;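 note: 0% = plate median of test compound wells and 100% = 2 mM ZnCl2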
GPR7 antagonist = blocks human GPR7 receptor signaling | inhibition, % at 4.4 µM | 290,000 tested, 1.1% active | GPR7-expressing cells, fluorescence antagonist assay; in the data active = inhibition above about 16%, passing the limit was not always enough;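 note: cells stimulated with the agonist NPW; 0% = agonist with vehicle and 100% = vehicle without agonist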
Target sequence (P48145 whole entry, looked up): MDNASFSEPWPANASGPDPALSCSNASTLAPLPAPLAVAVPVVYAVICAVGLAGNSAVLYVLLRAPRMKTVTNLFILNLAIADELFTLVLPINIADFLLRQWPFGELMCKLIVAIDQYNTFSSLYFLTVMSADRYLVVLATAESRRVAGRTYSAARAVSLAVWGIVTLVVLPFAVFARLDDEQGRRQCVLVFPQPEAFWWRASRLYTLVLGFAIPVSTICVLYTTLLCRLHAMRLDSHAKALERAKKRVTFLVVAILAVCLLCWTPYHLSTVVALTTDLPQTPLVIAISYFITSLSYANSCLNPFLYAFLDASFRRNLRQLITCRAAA
OXTR agonist = activates the human oxytocin receptor; P30559; CHO-OTR cells, Fluo-8 calcium fluorescence; normalized: DMSO 0%, oxytocin 100%; activation, % at 3 µM; 320,000 tested, 0.32% active; AID 2435;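 active = activation above the mean of all tested compounds plus 3 SD, cutoff set per screening run, cut at about 20% in these data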;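 note: peak over basal fluorescence ratio from a 100 s FLIPR kinetic read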
Target sequence (P30559 whole entry, looked up): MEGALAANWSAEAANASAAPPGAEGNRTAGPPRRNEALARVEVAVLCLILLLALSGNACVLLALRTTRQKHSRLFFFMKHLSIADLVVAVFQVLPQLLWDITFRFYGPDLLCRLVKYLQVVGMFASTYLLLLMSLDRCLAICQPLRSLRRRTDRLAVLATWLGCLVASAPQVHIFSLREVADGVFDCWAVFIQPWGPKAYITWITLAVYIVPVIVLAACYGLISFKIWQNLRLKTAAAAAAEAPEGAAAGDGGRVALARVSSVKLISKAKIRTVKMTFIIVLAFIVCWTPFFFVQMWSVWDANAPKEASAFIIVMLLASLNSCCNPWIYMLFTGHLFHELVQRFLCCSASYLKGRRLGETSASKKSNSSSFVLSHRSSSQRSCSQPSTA
MEKK2mut PB1 HTS = signal of MEK5 binding to mutant human MEKK2 PB1 domain; bead flow cytometry, Alexa488-MEK5 binding to MEKK2 mutant; percent response, % at 10 µM; 290,000 tested, 0.35% active; in the data active = percent response above about 24%, passing the limit was not always enough; note: inactives centre near 1; some results filed as inactive read as strong as hits; reference of the scale not given here
Active calls of the source: *; / = no result given; [ ] = dose if it differs, or a comment. An unsorted share of the library; any-hit rate near 6.2%.

SMILES	MEKK2 WT-MEK5	NALP1 inh	PHOSPHO1 inh	FID counter	MEKK3 PB1 HTS	M18AAP inhibitor	GPR7 antagonist	OXTR agonist	MEKK2mut PB1 HTS
Nc1ccc(N=Nc2ccccc2)c2cccnc12	101	26	18	1	100	2	3	-1.7	-2
CN(CC(=O)NCc1ccccn1)S(=O)(=O)c1ccc(Cl)cc1	/	-2	-13	-3	/	-2	1	-1.1	/
CCOC(=O)C1(CCOC)CCN(C(=O)c2sccc2C)CC1	77	0	24	-11	85	-1	3	1.2	-14
CNC(=O)c1c(C)nc(SCC(=O)NCc2ccc(OC)cc2)c(C#N)c1-c1ccco1	95	-9	47	-13	93	1	1	-1.9	-3
Cc1cccc(C)c1NC(=S)NCCSc1ccc(Cl)cc1	100	9	6	-23	101	2	1	-1.7	3
Cc1nnc(NC(=O)CN2CC(C)OC(C)C2)s1 (stereo not given)	96	3	-36	-3	100	0	-5	0.1	-4
O=C(OCC1CC(c2ccccc2)=NO1)c1ccco1 (stereo not given)	103	/	36	-8	102	1	2	0.3	2
Cc1cc(/C=C2/SC(=S)N(c3ccc([N+](=O)[O-])cc3)C2=O)c(C)n1-c1cccnc1	81	51	-18	5	90	12	-12	8.6	-2
COc1cccc(OC)c1C(=O)Nc1cc2c(cc1N1CCOCC1)n(C)c(=O)n2C	103	7	7	-41	101	-1	4	0.6	0
O=C(O)CC1(CC(=O)N2CCOCC2)CCCC1	101	0	32	-1	100	6	-15	0.9	1
O=C(NNC1CC(c2ccccc2)=NN1C(=O)c1ccccc1)c1ccccc1 (stereo not given)	95	-8	-17	-28	99	-7	-5	-0.1	-7
COc1cccc(C2Nc3ccccc3NC3=C2C(=O)CC(C)(C)C3)c1OC (stereo not given)	104	-3	34	-37	103	5	-7	0.3	4
C#CCOCCOCCOCCNc1nc(N2CCN(C(=O)[C@H]([C@@H](C)CC)n3cc([C@@H](N)CC(C)C)nn3)CC2)nc(N2CCN(C(=O)[C@H]([C@@H](C)CC)n3cc([C@@H](N)CC(C)C)nn3)CC2)n1	223*	-3	9	34	116	-3	-16	0.2	87*
CCOc1ccc(N(CC(=O)NCC2CCCO2)S(=O)(=O)c2ccc(SC)cc2)cc1 (stereo not given)	99	34*	1	-33	101	-6	-10	-1.0	2
Cc1ccc(-c2noc(CCC(=O)NC3CCCc4ccccc43)n2)cc1 (stereo not given)	96	9	-10	-2	100	5	-10	-1.7	0
Cc1ccc(-c2cc3nc(-c4ccccc4)cc(N4CCC5(CC4)OCCO5)n3n2)cc1	106	1	-10	-4	118	-4	-14	-0.5	3
Cc1ccc(NC(=O)CN2CC(C)SC2=NC2CCCCC2)cc1 (stereo not given)	109	34	74*	14	103	-1	-4	2.8	11
O=C(NC1CC1)C1=C[C@H](C2CC2)C[C@H](OCCCCO)O1	95	8	18	-6	101	-2	5	-0.7	-6
O=C1c2ccccc2C(=O)N1C/C=C/c1ccccc1	94	10	-3	-5	99	-7	-19	-1.8	1
CCOc1cc2c3c(c1)C1(Nc4ccccc4S1)C(=O)N3C(C)(C)CC2C (stereo not given)	84	8	4	-18	95	10	5	-1.5	-7
CC1(CCC(=O)N2CCCC(N3CCN(c4ccc(F)cc4)CC3)C2)CC1 (stereo not given)	110	10	23	-14	107	8	-8	-1.5	11
COc1cccc(N2CCN(C(=O)CCNS(=O)(=O)c3ccc4c(c3)c(=O)n(C)c(=O)n4C)CC2)c1	94	-10	-13	-34	103	-1	-16	-2.2	-8
COCCNC(=O)c1cc(-c2ccc(OC)c(OC)c2)on1	100	-8	22	-5	101	3	-2	-0.5	1
Cc1cccc2c(N=Nc3ccccc3)c(O)[nH]c12	112	21	23	-4	116	0	-13	2.8	17
Cc1ccccc1C(=O)N1CCN(c2ccc(NC(=O)c3ccc([N+](=O)[O-])o3)cc2)CC1	95	13	27	-39	99	-5	-2	13	-1
CCC(=O)Nc1ccc(Cl)c(NC(=O)c2ccc([N+](=O)[O-])cc2)c1	115	18	2	-1	112	1	11	-0.2	4
Brc1ccc(N=C/C=C/C=C/Nc2ccc(Br)cc2)cc1	38*	-9	32	8	46*[inhibitor]	2	7	0.6	140*
Cc1ccc(C(=O)Nc2ccn(Cc3ccc(F)cc3)n2)o1	96	32	-2	-10	96	-2	-2	-2.2	-10
Cn1nnc2cc(NC(=O)Nc3cccc(Cl)c3)ccc21	105	3	18	0	101	1	3	1.7	6
COc1cccc(/C=N/NC(=O)c2ccccc2)c1OS(=O)(=O)c1ccccc1	102	15	15	-22	103	-8	-4	-2.1	-2
O=S(=O)(Nc1ccc2oc(-c3ccccc3)nc2c1)c1ccccc1	93	-5	13	-15	90	-14	2	-1.5	-6
COc1ccc(Cn2c(SCc3ccc(C)cc3)nc3cc(OC)c(OC)cc3c2=N)cc1Cl	212*	/	1	-1	102	1	-8	2.8	71*
Cc1ccc(NC(=O)C2CCN(C(=O)c3ccco3)CC2)cc1	98	9	37	-6	100	3	-5	1.0	-4
O=C(O)c1cccc2c1/C(=N/Nc1ccc([N+](=O)[O-])cc1[N+](=O)[O-])c1ccccc1-2	108	7	23	-3	103	-4	-16	0.6	3
Cc1ccccc1Nc1nc(N)nc(CSc2ccccc2)n1	101	36	-3	-13	97	-4	-8	-0.9	-2
COC(=O)c1c(NC(=O)CN2CCOCC2)sc2c1CCC(C)C2 (stereo not given)	99	8	-8	-14	99	-8	-10	-0.2	-4
CCOC(=O)CNC(=O)CSc1ncnc2c1cnn2-c1ccc(OC)cc1	94	26	25	-1	97	6	-4	8.0	-3
O=c1ccc(-c2ccc(S(=O)(=O)Nc3cccc([N+](=O)[O-])c3)s2)n[nH]1	103	-12	53	6	101	5	-19	-0.2	2
O=C(Nc1cc(=O)[nH]c(=O)[nH]1)c1cccc(C(F)(F)F)c1	101	17	18	5	98	-7	1	1.9	-7
CC(Cc1cnccn1)NC(=O)c1cc(COc2ccc(F)cc2F)on1 (stereo not given)	97	3	4	-16	101	-7	-7	-0.6	2
COc1cccc(NC(=O)CCCN2C(=O)C3CC=CCC3C2=O)c1 (stereo not given)	98	22	21	-19	96	-2	0	0.5	-6
Cc1ccc(C)c(OCCCNCc2ccccc2)c1	129	8	36	17	107	2	-5	11	9
O=C(COc1ccc([N+](=O)[O-])cc1)Nc1ccccc1N1CCCC1	101	6	11	-5	102	1	-21	-2.2	1
Cc1cc(C(F)(F)F)nc(SCC(=O)c2cccc([N+](=O)[O-])c2)n1	104	-5	-23	2	103	3	13	-1.6	6
O=S(=O)(Nc1ncnc2sc3c(c12)CCC3)c1cc(F)ccc1F	99	4	33	-1	101	0	-14	1.6	-1
O=C(/C(=C/c1ccncc1)n1ccnc1)c1ccc(Cl)cc1Cl	100	-7	37	-7	101	5	-10	/	-1
COc1cc2nc(SCc3c(C)noc3C)n(CCC3=CCCCC3)c(=O)c2cc1OC	99	-3	9	-4	102	11	8	-0.8	-2
COc1ccc(OC)c(S(=O)(=O)NCc2cc(-c3ccccc3)no2)c1	100	3	-29	-13	98	-1	2	-0.3	1
CN1C(=O)/C(=C/c2cc3c(cc2Br)OCO3)NC1=S	99	14	-70	-1	104	-1	-8	-1.5	3
CCOC(=O)/C=C1\SCC(=O)N1Cc1nnc(-c2ccccc2Br)o1	97	29	1	-18	100	0	-11	-0.5	0
O=C(Oc1oc(-c2ccco2)nc1C=Nc1ccccc1)c1ccoc1	86	-6	2	-3	99	-8	-6	-0.1	3
CCn1c(SCC(=O)N=Nc2c(O)[nH]c3ccccc23)nnc1-c1ccc(C(C)(C)C)cc1	111	22	2	3	132*	-3	-9	-0.3	1
NC(=O)NC(Cc1ccccc1)C(=O)O (stereo not given)	99	2	-12	5	98	4	-4	0.9	2
CCC(=O)Nc1ccc(S(=O)(=O)Nc2cccc(C)c2)cc1OC	103	3	19	-7	102	-13	-7	1.2	-3
O=C(Nc1ccc(NC(=O)c2ccc(Cl)c(S(=O)(=O)N3CCOCC3)c2)cc1)c1ccccc1	93	18	33	-9	96	-9	-11	0.6	-6
CN1CCN(NC(=S)Nc2ccc(OC(F)F)cc2)CC1	93	16	28	-1	99	5	7	0.6	-1
CC(C[N+](C)(C)C)OC(=O)C1(c2ccccc2)CCCC1 (stereo not given)	87	0	-25	0	80	-6	-9	0.1	-7
O=C(c1ccc(Cl)cc1Cl)N1CCN(c2ccccn2)CC1	97	18	44	-10	98	-4	14	0.2	0
CCN(CC)S(=O)(=O)c1cc(C(=O)Nc2cc(C)[nH]n2)ccc1Cl	98	-6	36	-15	93	-15	0	3.6	0
COc1ccc(/C(C)=N/NC(=O)CNC(=O)/C=C\c2ccccc2OC)c(OC)c1	99	18	22	-29	97	1	-2	-1.0	-6

In a second layout: entries from further up
Values in the order: MEKK2 WT-MEK5	NALP1 inh	PHOSPHO1 inh	FID counter	MEKK3 PB1 HTS	M18AAP inhibitor	GPR7 antagonist	OXTR agonist	MEKK2mut PB1 HTS
CCOC(=O)/C=C1\SCC(=O)N1Cc1nnc(-c2ccccc2Br)o1
→ 97	29	1	-18	100	0	-11	-0.5	0
CCC(=O)Nc1ccc(S(=O)(=O)Nc2cccc(C)c2)cc1OC
→ 103	3	19	-7	102	-13	-7	1.2	-3

(list continues)
SMILES	MEKK2 WT-MEK5	NALP1 inh	PHOSPHO1 inh	FID counter	MEKK3 PB1 HTS	M18AAP inhibitor	GPR7 antagonist	OXTR agonist	MEKK2mut PB1 HTS
COc1ccc(OC)c(S(=O)(=O)N/N=C\c2c[nH]c3ccccc23)c1	113	-10	31	-1	105	-10	5	/	10
Cc1ccc(C2(C)NC(=O)N(CC(=O)NCc3cccc(Cl)c3)C2=O)cc1 (stereo not given)	93	5	29	-20	91	3	-7	0.3	-11
CCOC(=O)N1CCN(S(=O)(=O)c2cc(Br)cnc2N)CC1	106	0	13	-8	103	1	-2	-0.1	3
O=C(COC(=O)c1ccccc1Cc1ccccc1)NC1CCS(=O)(=O)C1 (stereo not given)	92	9	33	-25	87	-18	4	-0.2	-3
Cc1nccc(-c2cccc(NC(=O)c3ccccc3Cl)c2)n1	94	6	27	-9	93	10	-19	-0.8	-12
Cc1sc(NC(=O)CSc2nc(N)cc(N)n2)c(C#N)c1C	89	/	25	-5	92	9	-7	1.6	-11
N#CC(Cc1cccc(CC(C#N)(c2ccccc2)c2ccccc2)c1)(c1ccccc1)c1ccccc1	104	22	-2	-7	102	6	-6	-0.8	8
CC12CC(NC(=O)N1c1cccc(C(=O)Nc3ncn[nH]3)c1)c1ccccc1O2 (stereo not given)	94	6	12	-15	94	43*	-5	0.0	-4
CCc1nc(SCC(=O)Nc2ccccc2OC)c2c(C)c(C)sc2n1	95	14	40	-25	101	-3	-28	-1.3	-4
C=CCNC(=S)NNC(=O)c1cccn(Cc2ccc(Cl)c(Cl)c2)c1=O	92	12	78*	-20	95	8	15	4.1	-6
COc1ccc(-c2[nH]ncc2/C=C(/C#N)C(=O)NC2CCCCC2)cc1	96	6	5	-18	101	-1	-12	-1.6	1
Nc1ccccc1SC1CC(=O)N(c2ccc(Cl)c(Cl)c2)C1=O (stereo not given)	85	24	25	-1	89	-6	-6	14	12
CC(NS(=O)(=O)c1ccc(Cl)cc1)C(=O)NCc1ccco1 (stereo not given)	108	-1	-1	1	104	8	-7	0.3	6

Single values from above:
In OXTR agonist, Cc1sc(NC(=O)CSc2nc(N)cc(N)n2)c(C#N)c1C shows 1.6
In M18AAP inhibitor, CCc1nc(SCC(=O)Nc2ccccc2OC)c2c(C)c(C)sc2n1 shows -3

Pulled by compound from the list above, 2 records:
SMILES	MEKK2 WT-MEK5	NALP1 inh	PHOSPHO1 inh	FID counter	MEKK3 PB1 HTS	M18AAP inhibitor	GPR7 antagonist	OXTR agonist	MEKK2mut PB1 HTS
CCOC(=O)N1CCN(S(=O)(=O)c2cc(Br)cnc2N)CC1	106	0	13	-8	103	1	-2	-0.1	3
Cc1sc(NC(=O)CSc2nc(N)cc(N)n2)c(C#N)c1C	89	/	25	-5	92	9	-7	1.6	-11

Screening results (PubChem BioAssay)
